GCN5L2 inh – inhibitors of human GCN5L2 histone acetyltransferase | Q92830 | GCN5L2 HAT assay, ThioGlo1 CoA-SH fluorescence | Potency, µM (top dose mostly 58.9 µM), without a hit: top-dose activity change, negative = inhibition, usual class: inhibitors | 390,000 compounds, 0.21% hits | AID 504327
Target sequence (Q92830 whole entry, looked up): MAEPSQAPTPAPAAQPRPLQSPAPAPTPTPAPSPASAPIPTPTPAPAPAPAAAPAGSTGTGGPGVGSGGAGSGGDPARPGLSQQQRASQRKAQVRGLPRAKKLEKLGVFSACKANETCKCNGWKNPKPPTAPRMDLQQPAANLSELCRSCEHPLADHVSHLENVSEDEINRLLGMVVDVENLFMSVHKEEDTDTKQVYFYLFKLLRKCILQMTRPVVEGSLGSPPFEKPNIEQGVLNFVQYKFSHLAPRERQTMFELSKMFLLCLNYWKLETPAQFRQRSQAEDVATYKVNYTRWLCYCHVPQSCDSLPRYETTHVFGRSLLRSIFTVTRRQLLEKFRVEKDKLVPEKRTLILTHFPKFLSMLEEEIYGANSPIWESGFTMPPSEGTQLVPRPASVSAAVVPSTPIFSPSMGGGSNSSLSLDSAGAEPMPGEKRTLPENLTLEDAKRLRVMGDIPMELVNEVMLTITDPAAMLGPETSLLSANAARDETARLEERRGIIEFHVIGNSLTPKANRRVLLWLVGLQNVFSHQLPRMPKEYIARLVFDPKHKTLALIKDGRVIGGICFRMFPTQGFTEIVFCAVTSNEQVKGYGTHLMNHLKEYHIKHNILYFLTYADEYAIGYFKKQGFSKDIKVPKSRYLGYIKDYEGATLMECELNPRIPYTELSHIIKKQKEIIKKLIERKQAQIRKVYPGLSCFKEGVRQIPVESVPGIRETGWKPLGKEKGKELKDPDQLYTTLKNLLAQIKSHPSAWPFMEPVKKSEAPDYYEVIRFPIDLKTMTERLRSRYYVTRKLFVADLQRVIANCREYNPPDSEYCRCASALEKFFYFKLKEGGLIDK
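Titration-based screen in which CoA formation is detected via maleimide probe ThioGlo1 (50uM) turning fluorescent on thiol reaction; substrates H3(1-25) 75uM and acetyl-CoA 70uM, GCN5L2 20nM, 20 min incubation at room temperature.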
DT40 TDP1 CPT – growth inhibition of DT40 Tdp1-/-;hTDP1 cells with camptothecin (screen for TDP1 inhibitors) | chicken DT40 Tdp1-/-;hTDP1 cells + 20 nM CPT, ATP luminescence, 48 h | Potency, µM (titrated, usually from 46.2 µM), for inactives: at the top dose activity change, negative = growth inhibition, usual class: inhibitors | 420,000 compounds, 12% hits | AID 686979; note: nearly all actives have a fitted effect of over 55% in size
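Chicken DT40 Tdp1-/- cells stably complemented with human TDP1 were seeded at 400 cells/well in medium containing 20 nM camptothecin, exposed to pin-transferred compounds, and grown at 37 °C for at least 48 hr. Viability was read as ATP luminescence.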
DT40 TDP1 no CPT – qHTS for Inhibitors of human tyrosyl-DNA phosphodiesterase 1 (TDP1): qHTS in cells in absence of CPT; AID 686978, 2013; Potency, µM (doses to about 46.2 µM), for the others: at the highest dose activity change, negative = growth inhibition, actives largely listed as inhibitors; 420,000 compounds, 15% hits; DT40 Tdp1-/- hTDP1 cells, no CPT, ATP luminescence, 48 h; note: nearly all actives have a fitted effect of over 55% in size
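Growth kinetics read by CellTiter-Glo luminescence after ≥48 hr at 37 °C. Cells: DT40 Tdp1-/- stably carrying human TDP1, 400 per well, compound exposure in the absence of CPT (DMSO vehicle).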
Active calls of the source: *; ? = inconclusive; . = no result given; & = joins results of further samples; [ ] = remark or other dose. Calls come from the whole dose curve; as a rule, active = well fitted curve in the direction sought with a large enough effect; inconclusive = small, poorly fitted or top-dose-only effect, or another doubt; inactive = no such curve, though single readings can be large; an effect the other way counts as inactive or inconclusive. % is set by controls: 0 for no effect and ±100 for the full control effect; potency is the fitted concentration of half-maximal effect.

Second line of a record: GCN5L2 inh | DT40 TDP1 CPT | DT40 TDP1 no CPT
Cc1ccc(C(=O)CCC(=O)Nc2cccc(C(F)(F)F)c2)cc1C
    . | 14% | 9%
C=CCn1c(Cc2cccs2)nnc1SCC(=O)Nc1ccc(OC)c(OC)c1
    -6% | -2% | -6%
Cc1ccc(CNC(=O)C2CCC(=O)N(Cc3cccc(F)c3)C2)s1 (centres undefined)
    . | 2% | -8%
COc1ccc(N2CCN(CC(O)COc3c(OC)cccc3OC)CC2)cc1 (centres undefined)
    10%&-5% | -21%&-14% | ?
CCCCOc1cccc(C2C(C(=O)c3ccc(C)o3)=C(O)C(=O)N2c2nnc(C)s2)c1 (centres undefined)
    -2% | -4% | 10%
Cc1cccc([C@@H]2[C@@H]3C(=O)N(Cc4ccccc4)C(=O)[C@@H]3[C@]3(CC(C)C)C(=O)N(c4cccc(Cl)c4)C(=O)N23)c1
    ? | -7% | ?
Cc1c(C)c(C)c(/C=C/c2ccnc3ccccc23)c(C)c1C
    . | 11µM* | 11µM*
Cc1cc(C)n2c(Nc3c(C)cccc3C)c(-c3ccccn3)nc2n1
    . | 5.8µM* | 7.3µM*
Cn1c(NCCc2ccncc2)nc2cc(-c3ccsc3)sc2c1=O
    . | 21µM* | 13µM*
Cc1ccc2[nH]c(=O)c(CN(CC3CCCO3)S(=O)(=O)c3cccc4nsnc34)cc2c1 (centres undefined)
    -7% | ? | ?
NS(=O)(=O)c1ccc(-c2ccc(/C=C3\SC(=S)N(C4CCS(=O)(=O)C4)C3=O)o2)cc1 (centres undefined)
    -18% | ? | ?
CN(C)CCC(=O)N1c2ccccc2Sc2ccc(C(F)(F)F)cc21
    -5% | 23µM* | ?
COc1ccc(OC)c(NC(=O)CSc2nc(N)c(-c3ccccc3)c(=O)[nH]2)c1
    6% | -21% | 2%
CCOC(=O)CSc1nnc(Cc2ccc(OC)cc2)n1-c1ccccc1
    -6% | 15% | -1%
CCn1c(Cc2ccccc2)nnc1SCC(=O)NC1CCCC1
    -4% | 11% | 3%
CN(C(=O)c1cccc(NC(=O)Cc2ccc(NC(=O)C3CCN(C(=O)C4CCCCC4)CC3)cc2)c1)C1CCCCC1
    . | ? | ?
Cc1c(CCNC(=O)Cc2ccc(F)cc2)sc2nc(-c3ccc(F)cc3)nn12
    -3% | ? | ?
COc1ccc(NS(=O)(=O)c2cccc(C(=O)OCC(=O)Nc3cc(C)on3)c2)cc1
    -6% | -7% | -3%
COc1nc(C)cc(C)c1S(=O)(=O)c1ccccc1C
    -8% | -2% | 0%
COc1ccc(S(=O)(=O)N2CCN(c3nn(C)c(=O)n(C)c3=O)CC2)cc1
    -2% | ? | 16µM*
CC1(C)OC(=O)C(=NNc2ccc(Cl)cc2)C(=O)O1
    -7% | ? | -18%
CC(C)C[C@H]1CN([C@@H](Cc2ccccc2)CN2CCC[C@@H]2CN2C(=O)C(=O)NC[C@@H]2Cc2ccccc2)C(=O)C(=O)N1CCc1ccccc1
    . | 16µM* | 16µM*
O=C(CC1SC(N2CCCCC2)=NC1=O)Nc1cccc(C(F)(F)F)c1 (centres undefined)
    -5% | -14% | ?
COc1ccc(CC(=O)NCC(=O)N/N=C/c2c[nH]c3ccccc23)cc1
    -22% | 2% | 2%
CC(=C\c1ccco1)/C=C(\C#N)C(=O)NCCc1c[nH]c2ccccc12
    -5% | -2% | ?
COc1ccc(C(C)=O)cc1CC(=O)NCCCn1ccnc1
    -1% | 27% | 4%
N#Cc1ccc(OCC(O)CN2CCC(C(O)(c3ccccc3)c3ccccc3)CC2)cc1 (centres undefined)
    -3% | 21µM* | ?
CC[C@@H]1[C@H]2CCCC(=O)N3CC[C@@H](C[C@H]1O)[C@@H]23
    . | -9%&6% | 0%&1%
COc1ccc(CCn2c(O)c(C3=c4ccccc4=NC3=O)sc2=S)cc1OC
    -3% | 4% | -12%
COc1ccc(-c2cc(=O)n3[nH]cnc3n2)cc1
    -4% | 0% | -4%
CCOc1ncccc1C(=O)OCC(=O)NCc1cccs1
    -3% | -12% | -13%
O=C(COc1ccccc1)c1cn(CC(=O)N2CCCC2)c2ccccc12
    -11% | -28% | 4%
Cc1ccccc1NC(=O)NCC1CCN(Cc2cccc(Cl)c2)CC1
    -18% | 7% | 1%
OCC[C@@H]1C[C@@H](O)[C@H](O)[C@]2(OCCCc3ccccc32)O1
    -3% | 9% | 6%
COC(=O)Cn1c(=NC(=O)C(C)C)sc2c(C)cc(C)cc21
    -1% | -28% | -28%
CCOc1ccccc1N(CC(=O)NC1CCCCC1)C(=O)c1nsc(Cl)c1Cl
    1% | -24% | 26µM*
COc1ccccc1CNS(=O)(=O)c1cc(C(=O)N(C)Cc2cccnc2)c(Cl)cc1Cl
    . | ? | ?
Cc1cccc(OC(=O)c2snnc2C)c1
    0% | -1% | 7%
O=C(CCc1ccccn1)N1CCCC(N2CCN(c3cccc(C(F)(F)F)c3)CC2)C1 (centres undefined)
    -4% | ? | -29%
Cc1ccc2c(c1)C1CN(C)CCC1N2CC(=O)N(C)c1ccccc1 (centres undefined)
    -4% | -21% | -1%
COc1ccc(NC(=S)N2CCN(C/C=C/c3ccccc3)CC2)cc1
    -5% | -2% | ?
COc1ccc(CCNC(=O)c2ccc(CS(=O)(=O)c3ccc(Cl)cc3)o2)cc1OC
    -7% | 23µM* | 16µM*
COc1cc(C(C)=O)ccc1OCC(=O)NCc1ccccc1CN1CCCC1
    . | -21% | 7%
Cc1cc(C)n(/N=C/c2c[nH]c3ccccc23)c(=O)c1C#N
    0%[0.501 µM] | ? | -16%
O=C(NCc1ccccn1)Nc1ccccc1C(F)(F)F
    -3% | 6% | 3%
COc1ccc2[nH]c(C)c(C(=O)CN3CCN(C/C=C/c4ccccc4)CC3)c2c1
    -11% | 18µM* | ?
CC(=O)c1ccc(N2CCN(C(=O)c3cc(S(=O)(=O)N4CCCCCC4)cn3C)CC2)cc1
    -3% | ? | ?
COc1ccc(Cl)cc1NC(=S)N1CCCC1
    -10% | 14% | -10%
CCn1nc(C)cc1C(=O)N1CCCC(C(=O)c2ccccc2SC)C1 (centres undefined)
    -19% | 16µM* | 18µM*
CCNC(=O)C1(C)CCCN(CCOc2ccc(OC)cc2)C1 (centres undefined)
    . | -2% | -16%
COc1ccc(OC)c(NS(=O)(=O)c2ccc(-c3coc(C)n3)cc2)c1
    -5% | ? | ?
Cc1ccccc1C(=O)NCCCn1ccnc1
    -13% | -20% | -7%
CCN1CCN(CCNC(=O)Nc2ccc([N+](=O)[O-])cc2)CC1
    -7% | 8% | 12%
COc1ccccc1CNC(=O)c1cc(S(=O)(=O)N2CCCC(C)C2)cn1C (centres undefined)
    1% | ? | ?
CC1CN(CCCCN2C(=O)c3ccccc3C2=O)CC(C)O1 (centres undefined)
    -6% | -11% | 23%
CCc1nc2cc(C(=O)N[C@H]3CCCCNC3=O)cc(NC(=O)c3ccccc3OC)c2n1C
    . | -15% | -14%
Cc1cc(C)cc(C(=O)NC(=S)Nc2ccc(Cc3ccncc3)cc2)c1
    -5% | ? | 29µM*
CCn1nc(C(=O)NNC(=O)COc2ccccc2C)c2ccccc2c1=O
    -2% | 10% | -20%
O=c1[nH]nc(Cc2ccccc2)c2ccccc12
    -2% | 7.3µM* | -28%
Cc1cccc(N2CC(C(=O)Nc3ccc(S(=O)(=O)Nc4nccs4)cc3)CC2=O)c1C (centres undefined)
    -1% | 8% | -7%

Following part.
Second line of a record: GCN5L2 inh | DT40 TDP1 CPT | DT40 TDP1 no CPT
N#C/C(=C\c1ccc(OCc2ccccc2)cc1)C(=O)Nc1ccc(C(=O)O)cc1
    -27% | -8% | -14%
C[C@H](NC(=O)Nc1cccc(Br)c1)C(=O)O
    0% | ? | 10%
Cc1c(N2C(=O)CSC2c2ccco2)c(=O)n(-c2ccccc2)n1C (centres undefined)
    1% | 4% | 4%
CC(=O)N1CCOc2ccc(S(=O)(=O)Nc3ccc(C)cn3)cc21
    0% | -8% | 24%
COc1ccc(S(=O)(=O)N2CCCCCC2)cc1C(=O)N1CCN(c2ccc(F)cc2)CC1
    . | ? | 21µM*
COc1ccc(CNc2ncnc3c2c(-c2ccccc2)cn3-c2ccc(C)c(Cl)c2)cc1
    -2% | -28% | -21%
Cc1[nH]c(C)c2c(=O)[nH]ncc12
    -12% | -19% | -19%
COCCN1C(=O)C(=O)/C(=C(/O)c2cccc(OC)c2)C1c1ccc(C)o1 (centres undefined)
    60%[activator] | -4% | -4%
Cc1ccc(CNC(=O)C2CC(c3ccccc3[N+](=O)[O-])=NO2)cc1 (centres undefined)
    -18% | -6% | -9%
Cc1ccc(C(=O)Nc2cccc(NC(=O)c3cccs3)c2)c(C)c1
    -2% | -67% | 16µM*
COC(=O)C(Cc1ccccc1)NCC(=O)Nc1cccc(Cl)c1C (centres undefined)
    -13% | -28% | 0%
COc1ccc(C(CNC(=O)C(CCSC)NC(=O)c2ccccc2Cl)N2CCCCC2)cc1 (centres undefined)
    0% | -20% | -19%
O=C(NCc1ccc2c(c1)OCO2)c1ccc(NC(=O)C2CCCO2)cc1 (centres undefined)
    -4% | -16% | -6%
CCC1CN(C(=O)C2CCN(S(=O)(=O)c3c(C)noc3/C=C/c3ccccc3F)CC2)c2cc(C)ccc2O1 (centres undefined)
    -14% | ? | ?
O=C(CN1C(=O)NC2(CCOc3ccccc32)C1=O)c1ccc(F)c(F)c1 (centres undefined)
    0% | -8% | -30%
O=C(CCNC(=O)c1ccc(Br)cc1)NC1CCCCCC1
    -1% | -13% | 6%
O=C(CN1C(=O)NC2(CCCC2)C1=O)NNC(=O)c1ccccc1
    -1% | -5% | -13%
CCCCn1c(/N=C/c2c[nH]c3ccccc23)nc2ccccc21
    -5% | ? | 21µM*
COc1ccccc1Oc1ccccc1C(=O)O
    3% | -2% | -11%
NCCC1CN(C(=O)OCc2ccccc2)c2ccccc21 (centres undefined)
    . | 5.8µM* | 5.2µM*

Molecules above that have two or more sulfur atoms:
Second line of a record: GCN5L2 inh | DT40 TDP1 CPT | DT40 TDP1 no CPT
C=CCn1c(Cc2cccs2)nnc1SCC(=O)Nc1ccc(OC)c(OC)c1
    -6% | -2% | -6%
Cn1c(NCCc2ccncc2)nc2cc(-c3ccsc3)sc2c1=O
    . | 21µM* | 13µM*
Cc1ccc2[nH]c(=O)c(CN(CC3CCCO3)S(=O)(=O)c3cccc4nsnc34)cc2c1 (centres undefined)
    -7% | ? | ?
NS(=O)(=O)c1ccc(-c2ccc(/C=C3\SC(=S)N(C4CCS(=O)(=O)C4)C3=O)o2)cc1 (centres undefined)
    -18% | ? | ?
COc1ccc(CCn2c(O)c(C3=c4ccccc4=NC3=O)sc2=S)cc1OC
    -3% | 4% | -12%
Cc1cccc(N2CC(C(=O)Nc3ccc(S(=O)(=O)Nc4nccs4)cc3)CC2=O)c1C (centres undefined)
    -1% | 8% | -7%

Ordered by count of non-hydrogen atoms (smallest number first): 3 of the compounds above
Second line of a record: GCN5L2 inh | DT40 TDP1 CPT | DT40 TDP1 no CPT
C[C@H](NC(=O)Nc1cccc(Br)c1)C(=O)O
    0% | ? | 10%
CCCCn1c(/N=C/c2c[nH]c3ccccc23)nc2ccccc21
    -5% | ? | 21µM*
COc1ccc(C(CNC(=O)C(CCSC)NC(=O)c2ccccc2Cl)N2CCCCC2)cc1 (centres undefined)
    0% | -20% | -19%

Next compounds:
Second line of a record: GCN5L2 inh | DT40 TDP1 CPT | DT40 TDP1 no CPT
CN(CCCNC(=O)C1CCN(S(=O)(=O)c2cccc3nsnc23)CC1)Cc1ccccc1
    0% | -1% | -16%
O=C(C[n+]1ccccc1)N/N=C/c1ccccc1[N+](=O)[O-]
    -4% | 10% | -20%
Cc1occc1C(=O)Nc1cc(S(=O)(=O)N2CCOCC2)ccc1OC(C)C
    0% | ? | 8%
Cc1ccccc1NC(=O)c1ccc(F)c(S(=O)(=O)NC2CCCC2)c1
    -2% | 6% | -10%
CC(C)N1CCC1(C)C(=O)Nc1nc2ccccc2[nH]1 (centres undefined)
    . | 2% | 7%
CC(NC(=O)c1ccco1)C(=O)N1CCCCC1 (centres undefined)
    1% | 4% | 8%
O=C(Oc1ccc(Cl)c2cccnc12)c1cccnc1
    -6% | ? | ?
CCCc1ccc(OC(=O)c2ccc(O)cc2Cl)cc1
    -13% | ? | ?
CC1(C)CC(=O)C=C(Nc2ccccc2N)C1
    1% | -2% | -4%
CCCCNC(=O)C1(C)CCCCCN1Cc1cc2ccccc2o1 (centres undefined)
    . | 18µM* | ?

Screening results from PubChem BioAssay.
